Assay outcomes from PubChem.
GLD-1 TGE inh = GLD-1/TGE RNA complex disruptors, primary screen, biochemical, fluorescence polarization; AID 2280, 2010; Female germline-specific tumor suppressor gld-1 (Caenorhabditis elegans), Q17339; inhibition, % at 5.96 µM; hit rate 0.44% among 320,000; purified GLD-1 + fluorescein TGE RNA;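 active means percent inhibition above a per-plate cutoff, the plate mean of test compounds plus 3 SD, cut at about 30% in these data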;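 further: 0% = DMSO wells with GLD-1 and probe and 100% = wells lacking GLD-1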
Target sequence (Q17339 whole entry, looked up): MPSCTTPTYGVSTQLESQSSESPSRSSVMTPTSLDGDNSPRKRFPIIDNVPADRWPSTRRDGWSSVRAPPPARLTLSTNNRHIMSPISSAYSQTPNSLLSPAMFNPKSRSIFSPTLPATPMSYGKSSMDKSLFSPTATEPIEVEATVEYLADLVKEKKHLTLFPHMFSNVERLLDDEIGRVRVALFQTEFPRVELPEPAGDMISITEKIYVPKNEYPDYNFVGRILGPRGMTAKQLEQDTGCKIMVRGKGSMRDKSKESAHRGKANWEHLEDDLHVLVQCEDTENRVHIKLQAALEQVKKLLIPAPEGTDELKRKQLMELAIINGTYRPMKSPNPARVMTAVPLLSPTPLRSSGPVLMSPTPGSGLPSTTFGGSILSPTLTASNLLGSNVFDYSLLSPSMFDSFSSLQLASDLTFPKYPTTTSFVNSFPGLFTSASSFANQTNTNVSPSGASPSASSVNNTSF
Fam108B counter = mouse Fam108B serine hydrolase inhibitors, primary screen, counter-screen for RBBP9 inhibitor project, biochemical, fluorescence polarization | AID 1947, 2009 | recombinant Fam108B, FP-Rh probe fluorescence polarization | hit rate 0.33% among 300,000 | inhibition, % at 9.51 µM;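 active means inhibition above the screen mean inhibition plus 3 SD, computed separately per campaign, cut at about 18% in these data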;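 further: inhibitors lower polarization as less probe binds the enzyme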
CR mimetic SO = reduction of superoxide in aged yeast, primary screen, HTS; S. cerevisiae aged cells, superoxide DHE fluorescence; stronger effect = lower value; superoxide response (% of plate mean), % at 10 µM; hit rate 0.18% among 330,000;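 active means superoxide response under a set limit, about three screen SD below normal, cut at about 65% in these data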;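 further: yeast aged for seven days with compound at 30 °C before DHE staining; 100% = average MFI of all compound-treated wells on the plate with controls excluded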
EBNA-1 inh = EBNA-1 DNA-binding inhibitors, primary screen, biochemical, fluorescence polarization. inhibition, % at 14.8 µM. hit rate 0.34% among 300,000. AID 1950, 2009; in the data active means inhibition above about 28%
Efflux pump mplx = inhibitors of Candida efflux pumps in yeast, primary screen, S. cerevisiae, Nile Red, multiplex. S. cerevisiae Candida pump triplex. inhibition, % at 10 µM. hit rate 0.44% among 330,000. AID 485275, 2010;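 active means plate passing quality check with inhibition over a set limit, or well fluorescence over plate mean plus 4 SD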;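 further: Nile Red retained in pooled yeast measured as flow cytometry median fluorescence; 0% = buffer negative control and 100% = Enniatin B positive control; higher means more Nile Red kept so more efflux inhibition; some compounds called inactive have numbers as strong as hits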
MEX-5 binding = MEX-5 zinc finger RNA-binding disruptors – biochemical, C. elegans, fluorescence polarization, MLPCN library, primary screen; MEX-5/FITC-TCR2 RNA binding; stronger effect = lower value; activity score (negative = inhibition of binding), % at 10 µM; hit rate 0.38% among 300,000;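 active means inhibition past about -25% in most replicates, and total fluorescence under double the plate's negative control median, limit read from the data; inconclusive means replicates evenly split on the limit, or fluorescence at least double controls; inactive means too little inhibition in most replicates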;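 further: 0% = DMSO and -100% = 5 µM competing unlabeled TCR2 RNA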
Target sequence (Q9XUB2 whole entry, looked up): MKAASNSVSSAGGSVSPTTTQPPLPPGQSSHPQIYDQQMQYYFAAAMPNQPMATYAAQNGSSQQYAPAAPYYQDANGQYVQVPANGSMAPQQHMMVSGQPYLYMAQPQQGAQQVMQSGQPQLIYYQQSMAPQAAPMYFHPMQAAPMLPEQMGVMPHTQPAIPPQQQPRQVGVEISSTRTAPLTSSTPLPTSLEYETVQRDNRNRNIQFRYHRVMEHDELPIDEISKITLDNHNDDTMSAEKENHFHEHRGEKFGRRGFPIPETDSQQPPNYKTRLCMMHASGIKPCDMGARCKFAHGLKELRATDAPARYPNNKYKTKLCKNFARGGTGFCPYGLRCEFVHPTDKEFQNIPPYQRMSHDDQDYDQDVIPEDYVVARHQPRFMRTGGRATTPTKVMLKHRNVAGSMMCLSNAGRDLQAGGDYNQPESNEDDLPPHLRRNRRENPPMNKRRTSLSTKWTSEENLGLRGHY
ZTA DNA inh = counter-screen for EBNA-1 inhibitors: inhibitors of Epstein-Barr virus ZTA; P03206; ZTA-DNA binding, fluorescence polarization; inhibition, % at 11 µM; hit rate 0.15% among 320,000; AID 2234; in the data active means inhibition above about 33%
MCL1 BIM primary = inhibitors of MCL1 binding to BIM-BH3, primary screen, biochemical, fluorescence polarization | Induced myeloid leukemia cell differentiation protein Mcl-1 (Homo sapiens), Q07820 | GST-MCL1 / FITC-Bim-BH3 fluorescence polarization | inhibition, % at 10.9 µM | hit rate 0.68% among 320,000;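 active means inhibition above the mean inhibition of all tested compounds plus 3 SD, set per campaign, cut at about 40% in these data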;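 further: 0% = DMSO wells and 100% = unlabeled Bim-BH3 peptide control; higher means more loss of mP so more displacement of Bim peptide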
Bcl-xL primary = inhibitors of human Bcl-xL, primary screen, biochemical, fluorescence polarization, HTS | Bcl-2-like protein 1 (Homo sapiens), Q07817 | GST-Bcl-xL / FITC-Bim BH3 peptide fluorescence polarization | inhibition, % at 10.9 µM | hit rate 0.7% among 320,000;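 active means inhibition above the mean of all tested compounds plus 3 SD, cutoff set per campaign, cut at about 30% in these data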;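 further: 0% = DMSO wells and 100% = unlabeled Bim-BH3 peptide competitor; inhibitors lower millipolarization by displacing the labeled peptide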
* = called active by the depositor; u = inconclusive; x = not tested or not shown.

Each structure is followed by: GLD-1 TGE inh	Fam108B counter	CR mimetic SO	EBNA-1 inh	Efflux pump mplx	MEX-5 binding	ZTA DNA inh	MCL1 BIM primary	Bcl-xL primary
1	CC12CCC(=O)N1C(C(=O)OCC(=O)Nc1cccc(S(=O)(=O)N3CCCCCC3)c1)CS2 (centres undefined)
    0.4	-2.0	92.9	4.9	0.4	-0.2	5.4	-3.7	-0.5
2	Cc1cccc(N2CCN(Cc3oc(CO)cc(=O)c3O)CC2)c1C
    -1.6	0.0	97.2	-6.2	-0.1	-0.1	3.6	-12.7	-5.7
3	CC1C/C(=N/N=C2/NC(=O)CS2)CC(C)(C)C1 (centres undefined)
    -0.1	3.6	102.6	7.1	0.0	1.6	3.7	8.6	3.5
4	CN1C(=S)SC(/[N+]([O-])=C/c2ccc(Cl)cc2)C1(C)C (centres undefined)
    -1.6	0.6	103.5	-4.1	-0.1	-1.2	-3.9	-2.0	-4.9
5	COC(=O)c1sc(C(F)(F)F)c(-c2ccccc2)c1S(=O)(=O)NC(C)(C)C
    0.5	-2.4	96.1	8.4	0.0	-0.6	-5.9	-0.4	3.4
6	CCOc1cc(/C=C/C(=O)c2ccc3c(c2)OCCO3)ccc1OCC(=O)N(C)C
    3.2	2.6	91.6	2.0	0.1	-1.6	7.9	2.1	2.9
7	CN(CC(=O)Nc1cccc(F)c1)C(=O)CNS(=O)(=O)c1ccc(N(C)C)c([N+](=O)[O-])c1
    1.6	2.0	98.7	-7.1	0.0	-1.3	-3.4	13.9	11.4
8	COCCOc1ccc(C(F)(F)F)cc1NC(=O)COC(=O)c1c(C)noc1C
    -11.0	3.1	109.9	-17.6	0.0	-0.8	-2.4	0.0	-5.3
9	CCCC(=O)OCC(=O)Nc1ccc(OC(F)F)cc1
    4.7	-0.3	98.5	5.0	0.1	-1.3	2.8	6.9	5.6
10	COc1ccccc1NC(=O)C1=C(C)Nc2nc(-c3cccs3)nn2C1c1cccnc1 (centres undefined)
    -6.7	5.2	89.2	-11.2	-0.3	-1.7	2.1	0.6	7.2
11	COc1cccc(-c2cc(C(F)(F)F)c(C#N)c(=O)[nH]2)c1
    -0.1	0.8	90.1	-14.5	0.2	-0.9	1.8	-1.8	4.7
12	CC1=C(C(N)=O)C(c2ccccc2[N+](=O)[O-])n2ncnc2N1 (centres undefined)
    5.2	-0.7	104.8	12.6	0.0	-0.4	12.1	4.6	6.7
13	COc1ccccc1-c1nc(C(N)=O)c2[nH]c(=O)n(-c3cccc(C)c3)c2n1
    7.4	0.0	98.3	-5.3	0.4*	-1.9	11.3	-0.1	0.6
14	COc1cc(CSc2ncn[nH]2)c(OC)cc1CSc1ncn[nH]1
    -1.6	-1.6	110.4	-14.2	0.4	0.8	7.8	0.9	-2.1
15	O=C(NC1CCCC1)C1CCCN(C(=O)Nc2ccccc2)C1 (centres undefined)
    2.2	0.4	101.9	-2.8	0.4	1.8	3.7	3.6	5.4
16	CC(C)C[C@H](NC(=O)c1nc[nH]c1C(=O)NCC(=O)OCc1ccccc1)C(=O)OCc1ccccc1
    6.6	-22.2	95.0	0.4	0.0	-0.4	17.7	-5.5	-0.7
17	CCC(C)NS(=O)(=O)c1ccc(OCC(=O)N2CCC(C)CC2)cc1 (centres undefined)
    -3.1	0.6	92.6	1.2	0.0	-3.4	5.6	6.0	4.5
18	COc1ccc(C2CC(c3ccc(Cl)cc3)=NN2C(C)=O)cc1 (centres undefined)
    -1.0	-0.8	100.9	6.6	-0.1	-3.3	10.8	-3.1	-1.6
19	CSCCC(N=C(NS(=O)(=O)c1ccc(C)cc1)c1ccccc1)C(=O)O (centres undefined)
    -1.6	-3.1	101.9	-3.8	-0.3	2.1	-13.3	-2.2	-2.6
20	COc1cccc(N2CCN(c3ccc4nnc(CCC(=O)Nc5ccccc5OC)n4n3)CC2)c1
    -5.8	0.9	98.6	-8.1	0.1	2.5	-5.3	8.5	6.0
21	c1ccc(-c2noc(-c3ccc4c(c3)OCO4)n2)cc1
    0.1	3.6	111.1	-1.9	-0.1	-2.6	-16.0	1.0	0.1
22	CCOc1ccc(NC(=O)c2cc(OC)nc3ccccc23)cc1
    -0.8	0.4	95.9	-8.1	0.0	-1.5	11.4	9.3	2.3
23	O=C(/C=C/c1ccco1)NCCc1ccccc1
    7.6	2.7	89.7	-2.2	0.0	-0.2	5.1	6.5	8.1
24	COc1cccc(OC)c1OCC(O)CN1CCN(c2ccccc2)CC1 (centres undefined)
    -3.5	5.0	103.0	12.6	-0.1	0.2	12.9	-9.8	-5.8
25	CC(C)CCC(C)NC(=O)C1CCN(S(=O)(=O)/C=C/c2ccccc2)CC1 (centres undefined)
    0.1	0.5	99.0	9.8	0.0	0.5	-4.9	-2.2	-0.4
26	COc1ccc(N(CC(O)CN2C(=O)NC(C)(C)C2=O)S(=O)(=O)c2ccc(C)cc2)cc1 (centres undefined)
    -3.3	6.5	107.2	-13.7	0.3	0.4	1.3	5.2	2.6
27	O=C(Nc1cc2c(cc1C(=O)O)OCCCO2)c1ccc(C(F)(F)F)cc1
    -0.9	2.0	162.4	0.0	-0.1	-5.5	16.1	2.4	3.1
28	CCCCS/C(N)=N/N=C/c1ccccc1O
    4.5	0.8	92.8	3.0	0.0	1.4	5.3	4.0	-3.6
29	COc1ccc(CN2CCN(Cc3cccc(Oc4ccccc4)c3)CC2)c(OC)c1OC
    -1.7	2.7	100.8	-3.5	0.0	-1.7	6.6	5.6	-0.7
30	CCOc1ccc(NC(C)C(=O)N/N=C/c2cccs2)cc1 (centres undefined)
    3.0	6.7	99.1	-13.8	0.4	-0.8	1.7	8.1	8.3
31	O=C(COc1ccccc1)N/N=C/c1cc2c(cc1[N+](=O)[O-])OCO2
    5.8	1.7	103.9	12.4	0.1	0.6	12.1	2.4	3.5
32	Cc1ccc(NC2CCCN(C(=O)c3cnc4ccccn4c3=O)C2)cc1C (centres undefined)
    -4.4	-7.3	91.4	-12.6	0.4	1.2	5.5	1.4	4.3
33	Cc1occc1-c1nnc(SCC(=O)c2ccc(Cl)cc2)n1C
    2.5	-2.6	100.9	3.3	0.0	-1.6	5.7	-3.7	0.7
34	CCCN(CC(=O)Nc1ccccc1C)C(=O)/C=C/c1ccc(OCC)c(OC)c1
    -4.9	x	100.2	x	0.0	x	-0.2	-4.7	0.2
35	N#Cc1nc(COc2cccc(Cl)c2)oc1NCc1ccncc1
    -1.0	1.9	103.5	7.2	-0.1	2.1	7.5	4.3	5.3
36	Cc1c(C=O)c2cc(OCc3ccccc3)ccc2n1C
    0.5	-4.7	92.2	10.0	-0.1	0.5	7.9	-4.7	6.0
37	OCCCNc1ncnc2sc3c(c12)CCN(Cc1ccccc1)C3
    -20.9	0.8	99.3	4.8	0.1	-27.8*	-7.0	15.9	22.6
38	O=C(COC(=O)CNC(=O)c1ccc(Br)o1)Nc1ccccc1OC(F)F
    6.1	0.0	103.5	-5.8	0.0	0.6	3.2	2.6	7.7
39	Cc1oc2c(c1C(=O)O)C(=O)c1ccccc1C2=O
    4.6	3.5	126.7	-0.4	0.0	-2.9	-8.9	14.5	8.9
40	N=c1oc2ccccc2cc1-c1nc(-c2ccc(Cl)cc2)cs1
    0.3	2.5	84.0	5.4	-0.2	-4.5	6.3	-23.0	-5.0
41	CCn1cc(C(=O)OCC(=O)c2ccc(Cl)cc2)c(=O)c2ccc(C)nc21
    5.6	4.0	97.7	-2.6	-0.3	-0.4	4.8	-2.5	5.2
42	Cc1ccc(NC(=S)NC(=O)c2ccc(F)cc2)cc1S(=O)(=O)Nc1ccccc1Cl
    9.5	-2.2	92.2	27.8*	0.3	0.2	4.7	12.3	7.2
43	COc1ccc(OC)c(NC(=O)CCN2CCCC(C)C2)c1 (centres undefined)
    14.1	5.5	93.8	3.0	-0.1	0.8	2.4	1.7	-2.2
44	O=C(CSc1nnnn1-c1ccccc1)Nc1nsc(-c2ccc(Cl)cc2)n1
    3.8	-30.6	112.2	0.4	0.1	-5.0	-7.9	-8.9	-7.5
45	Cc1cc(C)cc(NC(=O)CSc2nc(=O)n3cc(C)ccc3n2)c1
    0.9	-0.6	94.9	2.1	0.0	-0.5	-12.7	-0.3	4.9
46	CN(CC(=O)Nc1ccc(F)cc1)C(=O)COc1ncnc2ccccc12
    2.1	-1.0	114.0	-4.0	0.5	3.4	-6.0	-6.7	-5.2
47	CC1CN(C(=O)CCC(=O)NC2CCCCC2)c2ccccc2S1 (centres undefined)
    4.9	3.1	108.7	-3.7	0.1	1.2	-6.4	0.5	0.5
48	CCn1c(CCNC(=O)c2cccs2)n[nH]c1=S
    2.6	-0.9	105.5	3.3	0.0	0.8	-17.9	3.0	2.7
49	COc1ccccc1NS(=O)(=O)c1cc(NC(=S)Nc2cc(C)cc(C)c2)ccc1Cl
    2.0	-30.6	109.9	-3.1	-0.2	0.4	-7.9	2.5	4.4
50	CC1Cc2ccccc2N1C(=O)CSc1nnnn1C(C)C (centres undefined)
    0.7	-1.3	100.7	-7.8	0.2	2.8	7.7	9.7	8.2
51	CCOc1ccc(CN2CCNC(=O)C2CC(=O)N(C)Cc2nonc2C)cc1 (centres undefined)
    6.6	-0.9	102.6	-3.8	-0.1	2.9	-1.0	9.2	10.2
52	CCCCS(=O)(=O)N1CN(S(=O)(=O)CCCC)C2NC(=O)NC21 (centres undefined)
    3.8	3.8	92.6	1.2	0.3	-0.7	-15.0	5.2	-0.1
53	CCOC(=O)C1CCN(C(=O)c2cc(S(=O)(=O)N3CCOCC3)c(Cl)cc2Cl)CC1
    9.9	5.7	99.0	9.9	0.0	-0.3	0.2	9.2	8.8
54	Cc1c(NC(=O)CSc2ccc(Cl)cc2)cccc1-c1nc2cc(Cl)ccc2o1
    -0.7	-17.2	104.2	2.9	0.0	u	4.1	0.7	0.3
55	Cc1nc2oc3c(NCC4CCCO4)ncnc3c2c2c1COC(C)(C)C2 (centres undefined)
    0.7	0.0	103.2	1.2	0.0	0.8	-4.8	4.8	3.6
56	Cc1ccc2c(=O)[nH]c(Cc3ccccc3C(=O)O)nc2c1
    -6.9	-0.9	121.6	-2.3	-0.1	1.1	4.4	3.8	3.6
57	Cn1cccc1/C=C1\SC(=S)N(NC(=O)c2ccc(Cl)cc2)C1=O
    -116.4	-1.9	118.8	-6.2	0.9	x	-9.0	-50.0	-21.8
58	CC(Oc1ccc(Br)cc1)C(=O)NCC(C)(C)N1CCOCC1 (centres undefined)
    -3.1	-0.8	101.0	0.1	-0.1	-2.1	-13.1	-0.4	2.5
59	CC(C)(C)C1CCC(=NNc2ccc(S(N)(=O)=O)cc2[N+](=O)[O-])CC1 (centres undefined)
    4.6	-3.5	90.8	5.4	0.3	0.8	9.7	-2.1	-0.7
60	Cc1cccc(NC(=O)c2ccc(N(C)C3CCCCC3)c([N+](=O)[O-])c2)n1
    1.4	-1.4	102.6	-4.8	-0.1	-1.2	-9.5	3.4	-1.5
